M1 ag parental = counter-screen for M1 agonists: effect in parental CHO-K1 cells; Fluo-8 calcium fluorescence; scaled to maximal ATP response, vehicle zero; activation, % at 3 µM; 0.48% of 360,000 active; AID 602248; in the data active = activation above about 15%;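 note: untransfected CHO-K1 host cells lacking M1 receptor as counterscreen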
CHRM4 agonist = CHRM4 agonism in calcium assay; CHO-K1 hM4/Gqi5, Fluo-8 calcium fluorescence; vehicle 0%, full acetylcholine response 100%; activation, % at 3 µM; P08173; AID 624127; 0.14% of 360,000 active;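 active = activation above the run mean over all test wells plus 3 SD, cut at about 32% in these data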;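 note: peak over basal fluorescence ratio per well then scaled between controls; 0% = DMSO wells and 100% = acetylcholine at EC100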
Target sequence (P08173 whole entry, looked up): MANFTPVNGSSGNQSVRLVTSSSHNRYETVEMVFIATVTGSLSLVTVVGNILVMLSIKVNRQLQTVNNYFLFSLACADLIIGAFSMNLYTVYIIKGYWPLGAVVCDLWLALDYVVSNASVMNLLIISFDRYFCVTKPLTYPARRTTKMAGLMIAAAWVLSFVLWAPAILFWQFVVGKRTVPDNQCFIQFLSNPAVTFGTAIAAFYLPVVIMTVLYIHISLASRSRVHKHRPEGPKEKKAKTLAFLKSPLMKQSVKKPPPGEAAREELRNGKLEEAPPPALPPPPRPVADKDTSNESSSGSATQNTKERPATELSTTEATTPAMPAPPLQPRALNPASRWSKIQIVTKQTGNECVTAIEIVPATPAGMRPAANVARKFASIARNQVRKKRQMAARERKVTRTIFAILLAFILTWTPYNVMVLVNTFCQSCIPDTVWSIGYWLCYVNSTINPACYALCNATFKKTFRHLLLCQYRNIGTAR
CHRM5 antagonist = blocks acetylcholine activation of human M5 receptor. inhibition, % at 3 µM. AID 624040. CHO-hM5 cells, Fluo-8 calcium fluorescence, ACh EC80. 0.59% of 360,000 active. P08912;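 active = inhibition above a per-plate cutoff, the mean of that plate's test compounds plus 3 SD, cut at about 27% in these data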;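 note: 0% = acetylcholine EC80 with DMSO and 100% = DMSO without agonist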
Target sequence (P08912 whole entry, looked up): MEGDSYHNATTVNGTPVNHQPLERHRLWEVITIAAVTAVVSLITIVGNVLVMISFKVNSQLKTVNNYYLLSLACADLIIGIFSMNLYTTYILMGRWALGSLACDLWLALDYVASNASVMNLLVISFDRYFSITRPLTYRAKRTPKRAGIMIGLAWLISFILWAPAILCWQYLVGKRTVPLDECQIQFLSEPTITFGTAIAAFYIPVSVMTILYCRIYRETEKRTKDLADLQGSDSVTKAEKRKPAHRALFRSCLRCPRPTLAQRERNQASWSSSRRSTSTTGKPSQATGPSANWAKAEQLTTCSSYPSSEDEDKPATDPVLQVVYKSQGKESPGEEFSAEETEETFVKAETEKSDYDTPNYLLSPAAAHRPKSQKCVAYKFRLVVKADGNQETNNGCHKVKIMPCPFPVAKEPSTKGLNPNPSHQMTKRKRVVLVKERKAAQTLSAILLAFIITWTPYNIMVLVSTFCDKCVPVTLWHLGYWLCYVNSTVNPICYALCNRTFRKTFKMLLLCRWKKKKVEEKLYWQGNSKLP
CHRM4 PAM = CHRM4 positive allosteric modulation; activation, % at 3 µM; CHO-K1 hM4/Gqi5, Fluo-8 calcium fluorescence, ACh EC20; 0% = ACh EC20, 100% = maximal ACh; 0.4% of 360,000 active;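 active = activation above its plate's cutoff, the mean activation of sample wells plus 3 SD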; note: some results filed as inactive read as strong as hits
M5 ag = agonists of human muscarinic M5 receptor (CHRM5) | AID 624037 | activation, % at 3 µM | 0.19% of 360,000 active | CHO-K1 hM5 cells, Fluo-8 calcium fluorescence; 0% DMSO wells, 100% maximal acetylcholine response | P08912;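 active = activation above the run's mean over test compounds plus 3 SD, cut at about 23% in these data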;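 note: signal is peak over basal fluorescence ratio across the kinetic read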
CHO-K1 Ca PAM = counter-screen for M1 PAMs: effect in parental CHO-K1 cells; ATP EC20, Fluo-8 calcium fluorescence; 0% at ATP EC20, 100% at ATP max; activation, % at 3 µM; 0.02% of 360,000 active;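 active = activation above the run cutoff, the mean activation of all test compounds plus 3 SD, cut at about 40% in these data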;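 note: peak over basal fluorescence ratio in a 140 s read after ATP addition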
CHO-K1 Ca antag = counter-screen for M1 antagonists: effect in parental CHO-K1 cells. AID 602250. 0.6% of 360,000 active. inhibition, % at 3 µM. ATP-induced calcium, Fluo-8 fluorescence;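 active = inhibition above a per-plate cutoff, the plate's mean sample inhibition plus 3 SD, cut at about 24% in these data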;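 note: 0% = DMSO plus EC80 ATP and 100% = DMSO alone without ATP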
CHRM4 antagonist = antagonists of human muscarinic M4 receptor (CHRM4). 0.73% of 360,000 active. CHO-hM4 cells, ACh EC80, Fluo-8 calcium fluorescence. P08173. inhibition, % at 3 µM. AID 624125;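 active = inhibition above its plate's cutoff, the mean inhibition of sample wells plus 3 SD, cut at about 27% in these data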;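 note: 0% = acetylcholine EC80 with DMSO and 100% = DMSO without agonist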
CHRM5 PAM = potentiates acetylcholine response at human M5 receptor. CHO-K1 hM5, Fluo-8 calcium, ACh EC20 PAM; 0% = ACh EC20, 100% = ACh EC100. 0.3% of 360,000 active. activation, % at 3 µM;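 active = activation above the run cutoff, the mean activation of all test compounds plus 3 SD, cut at about 18% in these data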
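Assay system – human M5 receptor in CHO-K1 cells · Read-out – % activation, ACh-normalized · Technique – Fluo-8 calcium fluorescence · Dosing – single-point, 3 µM nominal · Incubation – Fluo-8 loading 80 min at 37 °C plus 30 min room temperature · Repeats – singlicate, one well per test compound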
* = called active by the depositor.

SMILES	M1 ag parental	CHRM4 agonist	CHRM5 antagonist	CHRM4 PAM	M5 ag	CHO-K1 Ca PAM	CHO-K1 Ca antag	CHRM4 antagonist	CHRM5 PAM
CCN(C(=O)COC(=O)CNC(=O)c1ccc(F)cc1)C1CCS(=O)(=O)C1 (stereo unspecified)	0.0	0	8	-2	-2	7	-1	0	5
CC(CN1CCCCC1)OC(=O)COc1ccc(Cl)cc1 (stereo unspecified)	0.0	1	3	3	-3	21	-4	-5	1
COCCN1C(=O)c2cc(C(=O)Nc3ccc(C)c(F)c3)ccc2C1Nc1ccc(C)c(F)c1 (stereo unspecified)	0.6	2	4	-4	1	3	-4	-3	-9
Cc1cc(C)nc(/N=C2\NC(=O)CC(C(=O)O)N2c2ccc(C)c(C)c2)n1 (stereo unspecified)	0.4	1	2	-1	-2	14	-5	-3	-2
COc1ccc(S(=O)(=O)N(CCC(N)=O)Cc2ccco2)cc1OC	5.7	19	-1	-24	0	6	-4	7	-7
Fc1ccccc1Cc1noc(CN(Cc2ccccn2)CC2CCCO2)n1 (stereo unspecified)	0.8	2	5	-1	2	-5	3	9	5
CCn1ccnc1CNCc1ccc(OCC(O)CN(C)Cc2ccccc2)cc1 (stereo unspecified)	0.3	2	3	-2	-19	-12	2	-5	-6
CC(Oc1ccc(Cl)cc1Cl)C(=O)Nc1ccc(O)cc1 (stereo unspecified)	3.4	2	-8	-1	-3	23	-6	11	0
COCCN1C(=O)N(c2cccc(C)c2)C(=O)C1CC(=O)Nc1ccc(F)cc1 (stereo unspecified)	0.1	1	8	1	-5	-6	11	4	-6
COc1ccccc1N1CCN(CCCN2C(=O)C3CCCN3C2=O)CC1 (stereo unspecified)	-0.2	1	-7	6	0	17	0	-10	3
CCN(CC)C(=O)c1cc(C(C)(C)C)c(O)c(C(C)(C)C)c1	8.3	-3	-3	4	-3	13	-7	-3	4
CCC(C#CCN1CCOCC1)(CC)OCCC#N	0.5	0	0	-1	-5	16	-18	2	-4
O=C1CC(C(=O)O)(c2ccccc2)c2cccc(F)c21 (stereo unspecified)	0.5	0	1	-1	-7	18	-14	-3	0
COCCNC(=O)C(C)OC(=O)c1nsc(Cl)c1Cl (stereo unspecified)	-0.2	1	-1	2	2	3	7	-4	7
NC(=O)c1ccc(NC(=O)COC(=O)c2c3c(nc4ccccc24)/C(=C\c2ccc4c(c2)OCO4)CCC3)cc1	29*	15	5	-14	22	22	0	8	-11
O=C(CS(=O)(=O)c1cn(Cc2ccccc2Cl)c2ccccc12)N1CCOCC1	1.5	1	-2	2	3	8	-16	8	-1
CCOc1ccccc1NC(=O)NCc1ccccc1F	1.8	2	-5	3	-3	14	11	-6	2
C=Cn1c(C(=O)O)ccc1-c1ccc(CC)cc1	0.3	0	-7	7	0	12	-13	6	11
Cc1ccc(-c2ocnc2C(=O)N2CCOCC2)cc1	0.8	1	13	6	-2	14	-9	-2	-1
COc1cccc(-n2c(N)cc(=O)nc2SCC(=O)N2CCN(c3ccccc3)CC2)c1	0.6	1	-4	-2	-2	1	-10	6	3
NC1=NC(=O)C(CC(=O)Nc2ccc3c(c2)OCO3)S1 (stereo unspecified)	0.1	1	-2	4	0	18	-8	-12	-3
CCOCCCNC(=O)Cn1nc(-c2ccccc2)ccc1=O	-0.2	1	-4	5	0	8	4	-3	1
C[C@H]1CC[C@]2(O[C@H](CCO)C[C@@H](O)[C@@H]2O)O1	-0.2	0	6	14	-1	-6	-2	-6	5
CCC1=C(OC(=O)N(CC)CC)N2C(=O)OC(=NCCc3c[nH]c4ccccc34)[C@]2(C)[C@H]2C1=CC[C@H]1C(=O)N(CC)C(=O)[C@H]12	-0.3	2	9	3	3	-10	-3	1	-2
Cc1c(C2(O)CCCCC2)[nH]c2ccc(C#N)cc12	6.2	25	9	1	-4	0	-8	8	-7
Cn1c(SCC(=O)Nc2sccc2C#N)nnc1-c1ccccc1	0.0	1	2	-6	0	6	-1	6	-3
COc1cc(-c2cc3nc(NCc4cccs4)ccn3n2)cc(OC)c1OC	2.4	7	21	-6	-2	-10	-1	-6	-12
COc1ccc(CN2C[C@@H](CO)O[C@@H](n3cnc4c(NCCCO)ncnc43)C2)cc1	-0.2	0	5	5	0	-10	9	-10	-1
COc1cc(OC)nc(Oc2ccc(NC(C)=O)cc2)n1	0.0	2	14	-4	-1	0	4	5	-10
COc1ccc(C2=CC(=O)CC(c3ccc(OC)cc3)C2)cc1 (stereo unspecified)	0.4	2	29*	-1	-7	9	11	-1	-14
O=C(CCCn1c(=O)[nH]c2cc(Cl)ccc2c1=O)N1CCN(c2ccc([N+](=O)[O-])cc2)CC1	0.2	1	-6	6	1	8	2	5	1
O=C(CNc1ccccc1Cl)Nc1cc(S(=O)(=O)N2CCOCC2)ccc1Cl	6.3	10	9	-1	4	16	-20	2	-3
Cc1cc(C)cc(NC(=O)N2CCC(C(=O)c3ccc(F)cc3)CC2)c1	0.8	2	-2	-2	-1	12	9	4	-4
CN=C(Nc1cc(C)nn1CCC#N)c1ccccc1F	0.3	0	3	-3	1	2	-12	5	-5
COc1ccc2oc(C(=O)NCc3ccco3)c(C)c2c1	0.4	0	-2	2	-3	-6	4	3	-2
CCOC(=O)N1CCN(C(=O)Nc2ccc3oc(C)nc3c2)CC1	0.0	0	6	-4	2	-10	4	6	-5

14 structures from above, arranged by molar mass, ascending.
SMILES	M1 ag parental	CHRM4 agonist	CHRM5 antagonist	CHRM4 PAM	M5 ag	CHO-K1 Ca PAM	CHO-K1 Ca antag	CHRM4 antagonist	CHRM5 PAM
C[C@H]1CC[C@]2(O[C@H](CCO)C[C@@H](O)[C@@H]2O)O1	-0.2	0	6	14	-1	-6	-2	-6	5
Cc1c(C2(O)CCCCC2)[nH]c2ccc(C#N)cc12	6.2	25	9	1	-4	0	-8	8	-7
CN=C(Nc1cc(C)nn1CCC#N)c1ccccc1F	0.3	0	3	-3	1	2	-12	5	-5
COc1cc(OC)nc(Oc2ccc(NC(C)=O)cc2)n1	0.0	2	14	-4	-1	0	4	5	-10
NC1=NC(=O)C(CC(=O)Nc2ccc3c(c2)OCO3)S1 (stereo unspecified)	0.1	1	-2	4	0	18	-8	-12	-3
CCOCCCNC(=O)Cn1nc(-c2ccccc2)ccc1=O	-0.2	1	-4	5	0	8	4	-3	1
CCOC(=O)N1CCN(C(=O)Nc2ccc3oc(C)nc3c2)CC1	0.0	0	6	-4	2	-10	4	6	-5
Cc1cc(C)cc(NC(=O)N2CCC(C(=O)c3ccc(F)cc3)CC2)c1	0.8	2	-2	-2	-1	12	9	4	-4
Cn1c(SCC(=O)Nc2sccc2C#N)nnc1-c1ccccc1	0.0	1	2	-6	0	6	-1	6	-3
COc1cc(-c2cc3nc(NCc4cccs4)ccn3n2)cc(OC)c1OC	2.4	7	21	-6	-2	-10	-1	-6	-12
COc1ccc(CN2C[C@@H](CO)O[C@@H](n3cnc4c(NCCCO)ncnc43)C2)cc1	-0.2	0	5	5	0	-10	9	-10	-1
O=C(CNc1ccccc1Cl)Nc1cc(S(=O)(=O)N2CCOCC2)ccc1Cl	6.3	10	9	-1	4	16	-20	2	-3
O=C(CCCn1c(=O)[nH]c2cc(Cl)ccc2c1=O)N1CCN(c2ccc([N+](=O)[O-])cc2)CC1	0.2	1	-6	6	1	8	2	5	1
CCC1=C(OC(=O)N(CC)CC)N2C(=O)OC(=NCCc3c[nH]c4ccccc34)[C@]2(C)[C@H]2C1=CC[C@H]1C(=O)N(CC)C(=O)[C@H]12	-0.3	2	9	3	3	-10	-3	1	-2

(continued)
SMILES	M1 ag parental	CHRM4 agonist	CHRM5 antagonist	CHRM4 PAM	M5 ag	CHO-K1 Ca PAM	CHO-K1 Ca antag	CHRM4 antagonist	CHRM5 PAM
NC(=O)Cn1c(S(=O)(=O)Cc2ccccc2)nc2ccccc21	-0.2	1	4	0	-1	12	-1	-2	3
O=C1C2C3C=CC(C3)C2C(=O)N1CNc1ccccn1 (stereo unspecified)	1.3	1	0	4	0	18	-15	-2	3
CC12COC3(C(=O)Nc4cccnc4)CC1CCC32C (stereo unspecified)	-0.1	0	2	0	-7	-3	2	8	0
CCN(CC)c1ccc(/C=N/NC(=O)c2cc3ccccc3[nH]2)cc1	0.0	1	9	-3	1	0	12	12	-11
COc1cc(CNc2ccc3[nH]c(=O)[nH]c3c2)ccc1OCc1ccccc1F	0.3	0	-1	2	0	11	0	14	3
CC1CCN(S(=O)(=O)c2cccc(-c3nnc(-c4cccnc4)o3)c2)CC1	4.8	1	3	-4	-13	2	-10	0	4
COc1ccc(CC(=O)Nc2ccccc2C(=O)N2CCOCC2)cc1	2.4	3	2	-2	-2	1	3	6	0
COc1ccc(OC)c(N/C=C2/CCCCC2=O)c1	6.0	1	3	0	1	11	-11	5	-2
COc1ccc(OC)c(NC(=O)N2CCCC(C(=O)c3ccccc3OC)C2)c1 (stereo unspecified)	2.0	4	11	-1	-6	-6	-5	3	-13
O=C(Nc1ccc(N2CCOCC2)c(S(=O)(=O)Nc2ccccc2Cl)c1)c1ccc(F)cc1	1.5	9	14	-10	-4	9	-1	13	-15
Cc1cc(C)cc(CC(CC(=O)Nc2ccc(Cl)cc2)C(=O)O)c1 (stereo unspecified)	0.9	1	9	-3	-3	1	-7	8	-7
CC(C)OC(=O)c1c(NC(=O)CCn2nnc3ccccc32)sc2c1CCCC2	0.2	-1	1	6	-3	20	-13	-17	3
COc1cccc(OCc2cc(C(=O)NCCN3CCCCC3CO)no2)c1 (stereo unspecified)	0.0	1	-19	5	-1	-8	10	-5	15
COc1cccc(NC(=O)NCc2cccn2C)c1	0.4	1	2	3	-1	7	-6	10	-8
CC(C)Nc1nc(Cl)nc(NC2CCCCC2)n1	0.5	-2	-2	2	-12	-8	-13	-9	3
CC1=C(C(=O)N2CCOCC2)C(c2ccc(O)cc2)NC(=S)N1 (stereo unspecified)	7.4	-1	1	-3	-1	21	2	2	-1
COc1cccc(CN2CCN(c3nc4nonc4nc3NC3CC3)CC2)c1	0.0	1	-2	1	-10	17	-4	-14	1
CCC(O)(CC)C(=O)N=Nc1c(O)[nH]c2ccccc12	1.1	2	7	-2	-1	18	-10	2	4
O=C1/C(=C/c2ccc(N3CCOCC3)o2)SC(=Nc2ccccc2)N1CCc1c[nH]c2ccccc12	4.8	6	13	-20	12	14	5	42*	2
Cc1cc(C)cc(NCC(=O)Nc2c(C)cccc2C)c1	0.0	0	-4	7	-3	15	-4	-4	3
COc1cccc(C(=O)NN2CC(O)=C(c3nc4ccccc4s3)C2=N)c1	0.0	2	-8	10	3	12	9	-8	3
